Compound activity: PubChem BioAssay, National Center for Advancing Translational Sciences (NCATS)
Hsp90 Hop PPI = qHTS Assay for Disrupters of an Hsp90 Co-Chaperone Interaction; Hsp90 C-terminal peptide / TPR2A (Hop) interaction, human; AlphaScreen TPR2A-His6 binding biotin-Hsp90 C-terminal peptide; Potency, µM (titrated, usually from 57 µM), without a hit: at the highest dose activity change, negative = inhibition; 71,000 compounds, 0.44% hits; AID 595, 2007; active = well fitted curve in either direction with a large enough effect; inconclusive = small, poorly fitted or top-dose-only effect, or another doubt; note: potency is the fitted concentration of half-maximal effect; % is set by controls: 0 for no effect and ±100 for the full control effect; many of its hits are not listed in these tables
15-hLO inh = qHTS Assay for Inhibitors of 15-hLO (15-human lipoxygenase); Polyunsaturated fatty acid lipoxygenase ALOX15 (Homo sapiens), P16050; purified 15hLO-1, xylenol orange hydroperoxide absorbance; Potency, µM (top dose mostly 57.1 µM), inactives show top-dose activity change, negative = inhibition, usual class: inhibitors; 74,000 compounds, 1.4% hits; AID 887, 2007; note: potency is the fitted concentration of half-maximal effect; % is set by controls: 0 for no effect and ±100 for the full control effect; nearly all actives have a fitted effect of over 55% in size
Target sequence (P16050 whole entry, looked up): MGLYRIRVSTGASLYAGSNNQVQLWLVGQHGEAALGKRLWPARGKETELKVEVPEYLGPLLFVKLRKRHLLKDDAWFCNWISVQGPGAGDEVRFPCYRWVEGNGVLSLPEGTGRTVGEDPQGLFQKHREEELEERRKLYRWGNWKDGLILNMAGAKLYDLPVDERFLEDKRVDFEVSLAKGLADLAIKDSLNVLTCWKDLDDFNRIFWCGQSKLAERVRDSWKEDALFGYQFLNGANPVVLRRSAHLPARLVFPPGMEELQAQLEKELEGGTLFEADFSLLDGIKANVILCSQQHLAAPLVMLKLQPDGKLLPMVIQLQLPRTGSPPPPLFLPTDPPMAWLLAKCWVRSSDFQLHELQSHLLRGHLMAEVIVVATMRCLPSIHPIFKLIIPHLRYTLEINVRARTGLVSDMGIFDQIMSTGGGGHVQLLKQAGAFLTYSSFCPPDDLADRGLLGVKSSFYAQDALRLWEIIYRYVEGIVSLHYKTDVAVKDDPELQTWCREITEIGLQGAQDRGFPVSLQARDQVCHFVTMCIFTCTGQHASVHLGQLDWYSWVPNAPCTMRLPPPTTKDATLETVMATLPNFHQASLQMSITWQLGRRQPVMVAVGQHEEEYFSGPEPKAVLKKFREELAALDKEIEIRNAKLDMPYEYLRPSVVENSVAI
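Inhibition is scored from a chromogenic endpoint. After 15 min enzyme-compound contact, arachidonic acid (50 uM final) reacts 6 min with 40 nM 15hLO-1 at room temperature, then Fe-XO reagent is added for 30 min and absorbance ratio recorded.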
A350 fluor = qHTS Assay for Spectroscopic Profiling in A350 Spectral Region | Compound autofluorescence, 340/450 nm, Alexa 350 dye-equivalents; stronger effect = higher value | max dye-equivalent concentration, M | 59,000 compounds, 11% hits | AID 590, 2007; in the data active = max dye-equivalent concentration above about 10 nM; inconclusive = mostly about 1.1 nM to 9.6 nM
DNA Pol III inh = qHTS Assay for Inhibitors of DNA Polymerase III Holoenzyme System; reconstituted DNA polymerase III holoenzyme replication, biochemical; Potency, µM (series often up to 57.1 µM), inactives show at the highest dose activity change, negative = inhibition; 71,000 compounds, 0.25% hits; note: potency is the fitted concentration of half-maximal effect; % is set by controls: 0 for no effect and ±100 for the full control effect
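Reconstituted *E. coli* holoenzyme (0.35 nM Pol III, 1 nM beta, 154 nM SSB, 2 nM primase) was preincubated with compound for 15 min at RT. Synthesis on 1.4 nM ssM13Gori ran 35 min, then was stopped with PicoGreen/EDTA and read as dsDNA fluorescence.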
Epigenetic mod = qHTS Assay for Epigenetic Modulators; mouse C127i GFP locus derepression, cytometry, 30 h; 68,000 compounds, 0.09% hits; Potency, µM (highest dose often 46.1 µM), for inactives: top-dose GFP derepression (activation); note: % of control where 0% means no effect
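Murine C127i mammary cells carrying a silenced, stably integrated CMV-driven GFP reporter were treated with compound for 30 hours at 37 C. After PBS washes, GFP-positive cells were counted by laser-scanning microplate cytometry.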
BRCT PPI red = qHTS Assay for Inhibitors of BRCT-Phosphoprotein Interaction (Red Fluorophore); BRCT-phosphopeptide binding, red fluorescence polarization; Potency, µM (titrated, usually from 76.9 µM), inactives show at the highest dose activity change, negative = inhibition, usual class: inhibitors; 75,000 compounds, 0.03% hits; note: % is set by controls: 0 for no effect and ±100 for the full control effect
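Fluorescence polarization: 100 nM His-tagged BRCA1 BRCT with 100 nM TAMRA-labelled phospho-BACH1 decapeptide, phosphate buffer pH 7.3 with 150 mM NaCl, DTT, 0.01% Tween 20; 12 min RT. Binding inhibition seen as FP decrease.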
UbGFP stabilizer = Ubiquitin-GFP Assay | Ubiquitin-GFP reporter cells, proteasome inhibition, GFP fluorescence; response scale: untreated = 0%, 10 µM MG-132 = 100% | Potency, µM (doses to about 45.9 µM), without a hit: top-dose activation (GFP accumulation), hits mostly activators | 67,000 tested, under 10 active; active = well fitted activation curve with a large enough effect, not every such curve was filed as active; inconclusive = small, poorly fitted or top-dose-only effect, or another doubt; inactive = no such curve, though single readings can be large or run the other way; note: potency is the fitted concentration of half-maximal effect
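Reporter cells (U2OS, ubiquitin-G76V-GFP fusion) are plated overnight, then treated 4 hr at 37 °C with compound titrations from 46 uM down to 2.9 nM. Activity is scaled against untreated cells and 10 uM MG-132.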
CRE Fsk mod = Cell signaling CRE-BLA (Fsk stim) | CHO CRE-bla reporter (cAMP response element driving beta-lactamase), forskolin EC10, beta-lactamase ratio | 71,000 compounds, 2.5% hits | Potency, µM (series often up to 38.2 µM), inactives show at the top dose activity change, negative = inhibition, actives largely listed as activators | AID 662, 2007; active = well fitted activation curve with a large enough effect in the signal ratio, with a control signal flat, not every such curve was filed as active; inconclusive = small, poorly fitted or top-dose-only effect, or effect the other way, or a change in a side signal; the % refers to the signal ratio; note: potency is the fitted concentration of half-maximal effect; % of control where 0% means no effect
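Beta-lactamase reporter under a cAMP responsive element in CHO cells; compounds tested in titration series against EC10 NKH 477, 3 h at 37 °C. Read-out: CCF4 FRET ratio 460nm/530nm (excitation 405nm) giving %Activity, fitted to AC50.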
4MU fluor = qHTS Assay for Spectroscopic Profiling in 4-MU Spectral Region; compound autofluorescence, 340/450 nm, 4-MU equivalents; stronger effect = higher value; 59,000 compounds, 11% hits; max dye-equivalent concentration, M; in the data active = max dye-equivalent concentration above about 10 nM; inconclusive = mostly about 1.1 nM to 9.6 nM
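Intrinsic fluorescence at 340/450 nm (ex/em) was read after 15 min at room temperature in pH 8.0, 100 mM Tris. Each compound concentration expressed as 4-MU-equivalent concentration from a six-point 4-MU standard series on each plate.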
HBB splicing = qHTS Assay for Modulators of Hemoglobin Beta Chain Splicing | 65,000 compounds, 0.06% hits | HBB splicing reporter cell assay, activation; EGFP reporter with mutant IVS2-654 intron; response scale: normalised to 500 nM splice-correcting PNA | Potency, µM (titrated, usually from 46.1 µM), for the others: at the top dose activation, most hits filed as activators; note: potency is the fitted concentration of half-maximal effect; 0% is about no effect
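Compounds were applied for 2 days to HeLa EGFP-654 cells, 500/well in Optimem with 2% FCS. The reporter's EGFP is disrupted by mis-splicing of beta-globin intron IVS2-654. Readout: summed well GFP fluorescence from 488 nm laser scanning; reference was 500 nM antisense […] 654 PNA.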
BRCT PPI green = qHTS Assay for Inhibitors of BRCT-Phosphoprotein Interaction (Green Fluorophore) | Breast cancer type 1 susceptibility protein (Homo sapiens), P38398 | BRCA1 BRCT-phosphopeptide binding, green fluorescence polarization | 75,000 compounds, 0.05% hits | Potency, µM (doses to about 76.9 µM), for the others: at the top dose activity change, negative = inhibition, hits mostly inhibitors;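 note: potency is the fitted concentration of half-maximal effect; plate controls were peptide without protein for full effect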
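Fluorescence polarization: His-tagged BRCT (~35 kDa BRCA1 C-terminus, 250 nM) bound to 100 nM fluorescein-labeled phosphorylated 10-aa BACH1 peptide, pH 7.3 phosphate buffer with DTT and Tween 20. Compounds incubated 12 min at room temperature; inhibition read as lowered polarization.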
Numbers without * were called inactive; i = inactive; ? = inconclusive; · = no result given; [ ] = dose if it differs, or a comment. Unless noted, calls come from the whole dose curve; as a rule, active = well fitted curve in the direction sought with a large enough effect; inconclusive = small, poorly fitted or top-dose-only effect, or another doubt; inactive = no such curve, though single readings can be large; an effect the other way counts as inactive or inconclusive. The order is random, and some 12% of all compounds hit somewhere here.

The first 4 compounds, to show the layout:
SMILES	Hsp90 Hop PPI	15-hLO inh	A350 fluor	DNA Pol III inh	Epigenetic mod	BRCT PPI red	UbGFP stabilizer	CRE Fsk mod	4MU fluor	HBB splicing	BRCT PPI green
O=C(c1ccc(COc2ccccc2Cl)o1)N1CCN(Cc2ccc3c(c2)OCO3)CC1	-1%	-26%	i	3%	2%	-1.4%	3%	-19%	i	-1.0%	0.1%
CCOC(=O)CNC(=O)Cn1cnc2c(nnn2-c2ccc(C)cc2)c1=O	-3%	14%	i	-2%	6%	0.7%	2%	-2%	i	1.1%	2.8%
Cc1[nH]nc2c1C(=O)CC(C)(C)C2	-6%	7%	·	-6%	0%	0.5%	13%	0%	·	-1.9%	-0.3%
COc1cccc(C(=O)NCc2ccccc2OC)c1	?	-13%	·	-5%	0%	2.1%	28%	-3%	·	-1.5%[9.22 µM]	2.7%

This part in full, repeating the preview:
SMILES	Hsp90 Hop PPI	15-hLO inh	A350 fluor	DNA Pol III inh	Epigenetic mod	BRCT PPI red	UbGFP stabilizer	CRE Fsk mod	4MU fluor	HBB splicing	BRCT PPI green
O=C(c1ccc(COc2ccccc2Cl)o1)N1CCN(Cc2ccc3c(c2)OCO3)CC1	-1%	-26%	i	3%	2%	-1.4%	3%	-19%	i	-1.0%	0.1%
CCOC(=O)CNC(=O)Cn1cnc2c(nnn2-c2ccc(C)cc2)c1=O	-3%	14%	i	-2%	6%	0.7%	2%	-2%	i	1.1%	2.8%
Cc1[nH]nc2c1C(=O)CC(C)(C)C2	-6%	7%	·	-6%	0%	0.5%	13%	0%	·	-1.9%	-0.3%
COc1cccc(C(=O)NCc2ccccc2OC)c1	?	-13%	·	-5%	0%	2.1%	28%	-3%	·	-1.5%[9.22 µM]	2.7%
O=C(Nc1ccccc1)N(CCc1ccncc1)C1CCCCC1	1%	-1%	·	-3%	10%	-0.9%	-17%	-7%	·	0.3%	-0.6%
CCN1CCN(C(=O)C(C)N(c2ccc(C)cc2)S(C)(=O)=O)CC1 (configuration not stated)	?	-18%	i	-1%	-3%	-1.0%	1%	-5%	i	2.9%	-1.4%
CS(=O)(=O)N(CC(=O)N1CCCCCC1)c1ccc2c(c1)OCCO2	-1%	-2%	i	1%	3%	1.0%	7%	2%	i	-0.6%	-1.0%
Cn1cccc1C(=O)N1CCC[C@@]2(CCN(Cc3ccccc3)C2)C1	-7%	1%	i	-6%	-4%[9.22 µM]	1.7%	15%	-19%	i	3.1%	1.0%
CCC1Oc2ccc(C)cc2N(CC(=O)NCCCN2CCCCC2CC)C1=O (configuration not stated)	-1%	4%	i	1%	0%	-0.3%	2%	4%	i	0.5%[57.5 µM]	-0.8%
NC(=O)c1cnn2c1NC(c1ccc(F)cc1)CC2C(F)(F)F (configuration not stated)	-4%	0%	i	-3%	0%	0.8%	3%	?	i	-0.8%[57.5 µM]	1.5%
CCOC(=O)c1c(C)c2c(n1C)CCC/C2=N\O	-8%	-3%	i	-2%	-3%	-1.9%	0%	?	i	·	-3.3%
CCCn1c(C)nc2c(N3CCOCC3)nc(C)nc21	-2%	-16%	·	-2%	·	1.2%	-9%	10µM*	·	-1.1%	-0.6%
COc1ccc(-c2ccc(-c3nnc(Cc4ccc(OC)c(OC)c4)o3)cc2)cc1	0%	3%	?	4%	-3%	-1.4%	0%	4%	?	-0.4%[57.5 µM]	-0.5%
COc1ccccc1Nc1nc(N)nc(CSCCO)n1	-23%	17%	i	2%	?	1.2%	6%	?	i	1.5%	0.2%
O=C(COc1cccc2cccnc12)Nc1nccs1	-4%	13%	i	3%	-3%	-0.8%	-1%	4%	i	0.5%[57.5 µM]	2.8%
COC(=O)N1CCC2(CC1)CCN(c1ccccn1)CC2	0%	4%	i	1%	0%[9.22 µM]	-0.1%	-5%	-2%	i	0.7%	-1.5%
CCc1ccc(Cn2nnc(C(=O)NCc3ccccc3OC)c2N)cc1	-4%[2.3 µM]	-8%	·	-1%	·	1.3%	-12%	3%	·	0.5%	-2.7%
CCCSc1nc2c(c(=O)n(C)c(=O)n2C)n1Cc1ccc(C)cc1	-2%	-13%	i	-5%	4%	-0.6%	-2%	11%	i	1.6%[57.5 µM]	-1.7%
Cn1c(=O)c(-c2cc(F)cc(F)c2)nc2cnc(Nc3ccccc3)nc21	-20%	-2%	i	12%	-5%[9.22 µM]	2.4%	7%	?	i	12%	-2.0%
COc1ccc(CCNC(=O)c2[nH]c(C)c(C(C)=O)c2C)cc1OC	-2%	-15%	i	-3%	3%	0.5%	11%	-2%	i	-1.0%	-0.1%
O=C(c1noc2c1CCCC2)N1CCN(C(c2ccccc2)c2ccccc2)CC1	-2%	-2%	i	-12%	3%	0.4%	9%	-16%	i	-0.1%	-0.7%
CCc1ccccc1NC(=O)CSc1nc2n[nH]c(C)c2c(=N)n1-c1ccc(OC)cc1	-3%	-10%	i	-12%	1%	0.1%	8%	2.5µM*	i	-1.9%	-0.3%
CCOc1cc(C#N)c(NC(=O)c2ccco2)cc1OCC	-8%	-6%	i	-3%	-1%	-0.1%	-2%	?	i	-3.1%	-2.4%
CC1(C)C(=O)OC(c2cccs2)C(C)(C)C1=O (configuration not stated)	-3%	2%	i	4%	-1%	0.9%	-1%	1%	i	-0.8%	-1.7%
Cc1[nH]c2ccccc2c1C(=O)COC(=O)C1CC(=O)N(Cc2ccco2)C1 (configuration not stated)	?	0%	i	13%	2%	1.2%	3%	-20%	i	-1.6%[57.5 µM]	1.9%
Next part.
SMILES	Hsp90 Hop PPI	15-hLO inh	A350 fluor	DNA Pol III inh	Epigenetic mod	BRCT PPI red	UbGFP stabilizer	CRE Fsk mod	4MU fluor	HBB splicing	BRCT PPI green
CCOc1ccc2nc(N3CCCC(C(=O)N4CCN(CC)CC4)C3)sc2c1 (configuration not stated)	-8%	-9%	·	-1%	-2%	-0.7%	6%	2%	·	0.5%	-2.5%
COc1ccc(-c2nc(CSCC(=O)NCc3ccco3)c(C)o2)cc1	-1%	-6%	i	-8%	1%	0.8%	2%	?	i	0.2%	-0.1%
Clc1ccc(OCc2nc(-c3ccccn3)no2)c(Br)c1	-1%	8%	·	4%	5%	-0.2%	14%	?	·	0.0%	0.0%
C[C@H](O)C(=O)Nc1c(I)c(C(=O)NC(CO)CO)c(I)c(C(=O)NC(CO)CO)c1I	?	10%[25.6 µM]	?	-7%[25.6 µM]	2%[20.6 µM]	1.3%[34.4 µM]	8%[20.5 µM]	-4%[17.1 µM]	?	-1.0%[20.6 µM]	1.1%[34.4 µM]
CCOC(=O)C1=C(CS(=O)(=O)c2ccccc2)NC(=O)NC1c1ccccc1OCC (configuration not stated)	?	-5%	·	-1%	·	-0.8%	-6%	-3%	·	-1.0%	0.9%
Cc1cc(S(=O)(=O)N2CC(=O)N(CCc3ccccc3)C(=O)C2)ccc1F	-4%	-10%	i	1%	0%	1.0%	2%	-1%	i	-3.2%	-1.1%
CCNc1nc(NCC)n2c(SCC(=O)O)nnc2n1	1%	15%	i	-8%	0%	-1.3%	-6%	-5%	i	-0.3%[57.5 µM]	-4.0%
CC(NC(=O)C1CCCN(S(=O)(=O)c2cnc[nH]2)C1)c1ccccc1 (configuration not stated)	1%	14%	·	-6%	-3%	-0.4%	3%	-8%	·	-0.6%	-2.7%
COCCOCC(O)CN1CCN(c2ccccc2)CC1 (configuration not stated)	-3%	6%	i	-3%	0%	-1.7%	3%	-11%	i	-0.3%[57.5 µM]	-1.9%
COc1cccc(CNC(=O)C2CCN(S(=O)(=O)N3CCCCC3)CC2)c1	-3%	-5%	?	-3%	0%	0.7%	1%	-10%	?	-1.0%[57.5 µM]	-0.8%
CCOC(=O)c1ccc(Oc2nc(NC)nc(OC)n2)cc1	3%	-1%	?	-7%	-1%	-0.1%	-1%	?	i	-0.2%	-1.3%
Cc1cc2c(c(=O)n1Cc1cccnc1)C(c1ccc(F)cc1)C(C#N)=C(N)O2 (configuration not stated)	-4%	7%	?	-2%	-5%	0.3%	0%	-9%	?	0.5%	-2.0%
